M. tuberculosis: growth inhibition of non-replicating M. tuberculosis (AID 488890); Mycobacterium tuberculosis non-replicating, growth inhibition; higher % means a stronger effect; inhibition, % at 25 µM, or IC50 in µM where a hit was titrated; actives 0.39% (n = 320,000); in the data active = a potency from the dose series; inconclusive = inhibition mostly from about 82% at the one dose, without a potency; inactive = the rest, 99 in 100 with inhibition below about 76%;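 note: plate controls were DMSO cells for no effect and high antibiotic wells for full effect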
H1N1 NS1A inhibition: H1N1 influenza NS1A inhibitors, functional cell based assay (AID 504329) | NS1A functional cell-based assay, percent inhibition; higher % means a stronger effect | inhibition, % at 12.5 µM; hits with a dose series show IC50 in µM | actives 0.3% (n = 340,000); in the data active = a potency from the dose series; inconclusive = inhibition above about 27% without an active follow-up result; note: strong numbers were not always called active
M. tuberculosis HTS: M. tuberculosis growth inhibition, HTS (AID 449762). M. tuberculosis H37Rv growth inhibition, 7H9 media; higher % means a stronger effect. one-dose inhibition, % at 25 µM; IC50 in µM for titrated hits. actives 0.59% (n = 330,000); in the data active = a potency from the dose series; inconclusive = inhibition above about 70% without an active follow-up result;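 note: bacterial growth assessed after seven days of incubation; strong numbers were not always called active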
VEEV TC-83 Vero: inhibitors of VEEV TC-83 cytopathic effect, confirmation, Vero cells (AID 588727); Vero cells, VEEV TC-83 cytopathic effect inhibition; higher % means a stronger effect; inhibition, % at 20 µM, or IC50 in µM where a hit was titrated; actives 0.13% (n = 350,000); in the data active = a potency from the dose series; inconclusive = inhibition mostly from about 14% at the one dose, without a potency; inactive = the rest, 99 in 100 with inhibition below about 12%; note: strong numbers were not always called active
Salmonella PhoP GFP: Inhibition of PhoP regulon, Salmonella typhi GFP reporter cells, confirmation, 4 h (AID 1850). actives 0.33% (n = 310,000). Salmonella Typhi PhoP-promoter GFP reporter, fluorescence, 4 h; higher % means a stronger effect. one-dose inhibition, % at 50 µM; IC50 in µM for titrated hits; in the data active = a potency from the dose series; inconclusive = inhibition mostly from about 25% at the one dose, without a potency; inactive = the rest, 99 in 100 with inhibition below about 19%;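 note: 0% = induced wells with vehicle and 100% = uninduced wells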
* hit, by the source's call; i = inactive; ? = inconclusive; · = not tested or not shown. Compounds were not picked by outcome; about 1.4% have a hit in one of these screens.

The opening 4 compounds, ahead of the listing:
SMILES	M. tuberculosis	H1N1 NS1A inhibition	M. tuberculosis HTS	VEEV TC-83 Vero	Salmonella PhoP GFP
Cc1ccc(S(=O)(=O)N(Cc2ccccc2)c2ccccc2C(=O)NCc2cccnc2)cc1	13%	-5%	-5%	1.3%	-4%
C=C1C(C)C2C(Cc3ccccc3)NC(=O)C23OC(=O)/C=C/C(O)CCCC(C)C/C=C/C3C1O (configuration not stated)	·	0%	·	7.2%	·
CC(C)(C)NC(=O)NC(=O)CN1CCN(Cc2ccccc2)CC1	10%	-3%	-5%	1.7%	1%
CCN(CC)CCN1C(=O)C(=O)/C(=C(/O)c2ccc(OC(C)C)cc2)C1c1ccncc1 (configuration not stated)	-6%	-1%	-6%	0.5%	9%

The listing, from the first entry:
SMILES	M. tuberculosis	H1N1 NS1A inhibition	M. tuberculosis HTS	VEEV TC-83 Vero	Salmonella PhoP GFP
Cc1ccc(S(=O)(=O)N(Cc2ccccc2)c2ccccc2C(=O)NCc2cccnc2)cc1	13%	-5%	-5%	1.3%	-4%
C=C1C(C)C2C(Cc3ccccc3)NC(=O)C23OC(=O)/C=C/C(O)CCCC(C)C/C=C/C3C1O (configuration not stated)	·	0%	·	7.2%	·
CC(C)(C)NC(=O)NC(=O)CN1CCN(Cc2ccccc2)CC1	10%	-3%	-5%	1.7%	1%
CCN(CC)CCN1C(=O)C(=O)/C(=C(/O)c2ccc(OC(C)C)cc2)C1c1ccncc1 (configuration not stated)	-6%	-1%	-6%	0.5%	9%
CC1=CC(=O)CC(C)(C)[C@@]1(O)/C=C/[C@@H](C)O[C@@H]1O[C@H](CO)[C@@H](O)[C@H](O)[C@H]1O	-3%	3%	-2%	0.5%	·
Cc1cc(NC(=O)CS(=O)(=O)Cc2ccccc2)no1	36%	-6%	0%	i	-12%
O=C(O)c1ccc(N/N=C/c2cccc(C(F)(F)F)c2)cc1	-9%	-10%	8%	2.5%	0%
O=C1CCCN1CCCNc1ccc2nnc(CCC(=O)N3CCN(c4ccccc4)CC3)n2n1	25%	6%	9%	3.9%	-3%
O=C(CSc1ccccc1)Nc1ccc(S(=O)(=O)Nc2ncccn2)cc1	28%	6%	5%	1.5%	7%
CC1(C)CC(=O)c2sc(NS(=O)(=O)Cc3ccccc3)nc2C1	6%	1%	-7%	2.1%	-5%
COc1ccc(CCC(=O)OCC(=O)N(C)c2c(N)n(Cc3ccccc3)c(=O)[nH]c2=O)cc1	6%	-1%	-13%	0.2%	3%
CCOc1ccc(-n2c(=O)c3sccc3n(CC(=O)NCc3ccco3)c2=O)cc1	-10%	-1%	-4%	0.2%	-2%
CC(=O)c1cccc(NC(=O)C2C3C=CC(C3=C(c3ccccc3)c3ccccc3)C2C(=O)O)c1 (configuration not stated)	28%	-3%	>100µM*	9.1%	-16%
CCCn1c(=O)c(C(=O)NCc2ccco2)c(O)c2ccccc21	7%	8%	1%	1.6%	6%
CC(=O)Nc1ccc(NC(=O)C2CCCCN2S(=O)(=O)c2ccc(C(C)(C)C)cc2)cc1 (configuration not stated)	34%	11%	-1%	4.7%	0%
COc1cccc(C(=O)C2CCCN(Cc3cccc4c3OCO4)C2)c1 (configuration not stated)	23%	8%	0%	2.4%	-6%
COc1ccc(NS(=O)(=O)c2cc(NC(=O)c3ccco3)ccc2N2CCCCC2)cc1	44%	4%	1%	1.3%	-7%
CCOc1ccc(CNS(=O)(=O)c2c(C)nc3sccn3c2=O)cc1OC	-9%	5%	-9%	0.9%	·
COc1ccc(CCNc2ncnc3c2oc2ccccc23)cc1OC	23%	38%	0%	8.2%	2%
Cc1ccc(C)c(S(=O)(=O)N2CCCOC2CNC(=O)C(=O)NCCC2=CCCCC2)c1 (configuration not stated)	33%	-2%	-5%	7.2%	1%
CCOC(=O)c1cc(CC)sc1NC(=O)CC1Sc2ccc(C(F)(F)F)cc2NC1=O (configuration not stated)	-14%	-14%	-9%	1.6%	-5%
CCOC(=O)[C@@H]1[C@H]2COc3ccc(Br)cc3[C@H]2N2C(=O)N(c3ccc(OC)cc3)C(=O)[C@]12C	45%	-8%	8%	2.7%	·
CSc1nc2ccc(NC(=O)COc3ccccc3F)cc2s1	60%	-6%	57%	1.8%	·
CCOC(=O)C1CCN(C(=O)Nc2ccc3nc(-c4ccco4)c(-c4ccco4)nc3c2)CC1	1%	-10%	3%	0.7%	-5%
COc1cccc(N2CCN(c3ccc4nnc(CCC(=O)Nc5ccccn5)n4n3)CC2)c1	-4%	-13%	-1%	13%	4%

Among those listed so far, 3 contain fluorine:
SMILES	M. tuberculosis	H1N1 NS1A inhibition	M. tuberculosis HTS	VEEV TC-83 Vero	Salmonella PhoP GFP
O=C(O)c1ccc(N/N=C/c2cccc(C(F)(F)F)c2)cc1	-9%	-10%	8%	2.5%	0%
CCOC(=O)c1cc(CC)sc1NC(=O)CC1Sc2ccc(C(F)(F)F)cc2NC1=O (configuration not stated)	-14%	-14%	-9%	1.6%	-5%
CSc1nc2ccc(NC(=O)COc3ccccc3F)cc2s1	60%	-6%	57%	1.8%	·

(cont.)
SMILES	M. tuberculosis	H1N1 NS1A inhibition	M. tuberculosis HTS	VEEV TC-83 Vero	Salmonella PhoP GFP
COc1cc(-c2noc(C)n2)cc(OC)c1OC	-4%	3%	-11%	1.2%	-2%
CC(C)(C)NC(=O)C1CCN(S(=O)(=O)c2ccc(Br)cc2)CC1	20%	0%	-1%	1.9%	-2%
C=CCC(C)(NCc1ccccc1)c1ccccc1 (configuration not stated)	-23%	-2%	-7%	i	3%
O=C1NC(c2cccc(OCc3ccccc3)c2)Nc2ccccc21 (configuration not stated)	·	3%	·	2.7%	·
CC1=C(C#N)C(Nc2cccc(C)n2)(C(F)(F)F)C(=O)N1 (configuration not stated)	-14%	0%	-3%	7.4%	2%
Cn1cc(C(=O)Nc2cccc(F)c2)cn1	8%	-8%	-4%	1.8%	-6%
N=c1c(C(=O)NCc2ccc3c(c2)OCO3)cc2c(=O)n3ccccc3nc2n1CC1CCCO1 (configuration not stated)	7%	2%	-1%	2.0%	2%
O=C(COc1coc(CN2CCc3ccccc3C2)cc1=O)Nc1cccc([N+](=O)[O-])c1	-6%	-14%	0%	2.0%	5%
CCC(C)(C#CCN1CCCCC1)OCCC#N (configuration not stated)	7%	1%	8%	0.7%	-6%
CCOc1ccc(NC(=O)CC2C(=O)N(c3ccc(OC)cc3)C(=O)N2Cc2ccc(OC)cc2)cc1 (configuration not stated)	29%	2%	2%	7.8%	6%
CCn1cc(C(=O)NCC2CCCO2)c(=O)c2cc(S(=O)(=O)N3CCC(C)CC3)ccc21 (configuration not stated)	6%	-5%	-1%	i	19%
COc1cccc(-n2c(SCC(=O)NC3CCCC3)nnc2-c2ccco2)c1	9%	4%	7%	1.8%	-15%
C=CCNc1nc2c(c(=O)n(C)c(=O)n2C)n1CCCCCC	17%	-18%	6%	i	2%
Cc1ccc(Cl)c(NC(=O)CSc2cccc[n+]2[O-])c1Cl	10%	-24%	2%	?	·
CN(C)S(=O)(=O)c1ccc(C(=O)OCC2CCCO2)cc1 (configuration not stated)	17%	-1%	-2%	i	-1%
CCOC(=O)CON1C(=O)C(C)(C)N(OCC(=O)OCC)C(=O)C1(C)C	-1%	0%	0%	0.6%	-3%
O=c1oc2cc(Br)ccc2n1CSC1=NCCS1	37%	3%	-7%	1.6%	6%
CN(CCOc1ccccc1)C(=O)C1CCN(C(=O)c2ccc(F)cc2)CC1	9%	-5%	2%	1.5%	-9%
CC(NC(=O)CN1CCN(C(=O)c2cccs2)CC1)c1ccc(F)cc1F (configuration not stated)	1%	-1%	3%	0.8%	·
CCOC(=O)N1CCN(S(=O)(=O)c2c(C)cc(C)cc2C)CC1	-3%	-1%	-6%	0.1%	11%
Cc1ccc(CNC(=O)c2ccccc2NC(=O)CSc2nnnn2C)cc1	26%	-13%	19%	i	-7%
COc1ccc(/C=C/c2c(-c3cccc(C)c3)oc3ccc(N4CCOCC4)cc23)cc1	7%	-8%	-2%	1.1%	10%
Cc1cccc(S(=O)(=O)NCCc2cn3ccccc3n2)c1	13%	-13%	5%	0.0%	-1%
COc1ccccc1-c1sc2ccccc2c1-c1ccccc1OC	18%	-8%	-1%	i	·
O=C(c1ccccc1)c1ccc(OCCCCN2CCCCC2)cc1	26%	-2%	4%	0.5%	-4%

The listing continues.
SMILES	M. tuberculosis	H1N1 NS1A inhibition	M. tuberculosis HTS	VEEV TC-83 Vero	Salmonella PhoP GFP
O=C(N/N=C\c1cc([N+](=O)[O-])ccc1N1CCOCC1)c1ccccn1	20%	-4%	6%	0.2%	-16%
Oc1ccc(-c2csc(Nc3ncccn3)n2)cc1	13%	4%	7%	9.5%	4%
COc1ccc(/C(N)=N/OC(=O)CCC2CCCC2)cc1	53%	-6%	-7%	i	-10%
COc1cccc(CNC(=S)Nc2cc(OC)ccc2OC)c1	60%	-3%	-1%	2.3%	6%
CC1C2(C)OCC(C#N)(C(=N)O2)C1(C#N)C#N (configuration not stated)	-22%	·	-5%	·	-7%
Cc1cc(/C=C2/SC(=O)N(CC(=O)OC(C)C)C2=O)c(C)n1C	8%	10%	14%	1.9%	-3%
Cc1ccc(NC(=O)COC(=O)Cn2c(C)csc2=O)cc1S(=O)(=O)N1CCOCC1	·	0%	·	1.7%	·
CCN1CCN(C(=O)Cn2nc(-c3ccc(Cl)cc3)ccc2=O)CC1	-3%	2%	-5%	0.2%	13%
COc1cc2nc(=S)n3[nH]c(CCn4c(C)nc5ccccc54)nc3c2cc1OC	-20%	6%	-5%	4.2%	-20%
O=C(/C=C/c1cc([N+](=O)[O-])ccc1OC(F)F)NCc1ccc(Cl)cc1	-12%	0%	0%	0.6%	11%
O=C(OCC(=O)N1CCN(C(=O)c2ccco2)CC1)c1cncc(Br)c1	3%	-16%	0%	i	·
Cc1cccc(N2C(=O)C(O)=C(C(=O)c3cccs3)C2c2cccc(Oc3ccccc3)c2)n1 (configuration not stated)	35%	-6%	-12%	1.8%	18%
CC(=O)N1CCc2cc(C(=O)CN3CCN(c4ccccn4)CC3)ccc21	-19%	17%	-6%	1.6%	4%
COCCN(CC(=O)NCc1ccc2c(c1)OCO2)C(=O)CCC(=O)Nc1nccs1	7%	0%	1%	0.6%	-2%
CCc1cc(CNC(=O)C2CCC(=O)N(CCc3ccc(OC)cc3)C2)on1 (configuration not stated)	-12%	-6%	-3%	1.7%	-3%
CCc1nnc(NC(=O)CCC(=O)Nc2ccccc2)s1	-17%	15%	-14%	0.2%	-4%
CCn1cc(C(=O)Nc2sc(C)c(C)c2C(=O)OC)cn1	16%	-7%	0%	6.0%	-4%
COc1cc(NC(=O)c2ccccc2)c(OC)cc1NC(=O)Cc1ccccc1	29%	5%	?	8.5%	4%
O=C(O)C1CSC(c2ccc(O)c([N+](=O)[O-])c2)N1 (configuration not stated)	·	2%	·	0.9%	·
O=C(O)C1CCN(C(=O)COc2ccc3c4c(c(=O)oc3c2)CCC4)CC1	-7%	-4%	-3%	1.0%	-18%
CCCOC(=O)Nc1ccc([As](=O)(O)O)cc1NC(=O)OCCC	-12%	-4%	-4%	0.2%	13%
CCOC(=O)CSc1nc2ccccc2c(=O)n1Cc1ccco1	5%	-6%	7%	i	-11%
CCCNC(=O)NC(=O)COC(=O)c1oc2ccc(OCC)cc2c1C	23%	3%	-4%	1.1%	-8%
O=S(=O)(/C=C/c1ccccc1)N1CCN(c2cccc(Cl)c2)CC1	1%	5%	-1%	i	2%
COc1cc(NC(=O)c2ccc3c(c2)OCO3)ccc1NC(=O)c1cccs1	-4%	0%	-1%	12%	13%

(cont.)
SMILES	M. tuberculosis	H1N1 NS1A inhibition	M. tuberculosis HTS	VEEV TC-83 Vero	Salmonella PhoP GFP
Cc1ccc(C(=O)CC(C(=O)O)n2cccn2)cc1 (configuration not stated)	6%	-3%	1%	1.3%	-5%
Cc1cccc(OCC(=O)O/N=C(\N)c2ccccn2)c1C	-2%	2%	3%	1.3%	-1%
O=C1CSCN1c1cc(Cl)ccc1Cl	-8%	·	2%	1.8%	-1%
CS(=O)(=O)c1cccc(-c2nnc(NC(=O)C3=COCCO3)o2)c1	-22%	-5%	-8%	0.6%	3%
CNC(=S)N1N=C(c2ccc(C)cc2)CC1c1ccc(N(C)C)cc1 (configuration not stated)	8%	10%	-3%	2.5%	9%
Nc1nnnn1CC(=O)N/N=C/c1ccccn1	-16%	·	2%	i	-23%
CCOC(=O)N1CCC(NC(=O)C2=CCN(S(=O)(=O)c3ccc(OC)cc3)CC2)CC1	-1%	-9%	-5%	i	-6%
COc1ccc(CC(=O)Nc2cccc(C(=O)Nc3cccc(C)c3)c2)cc1	2%	·	-5%	·	-22%
CCC1C(=O)NCCN1Cc1nc(-c2ccc(C)s2)oc1C (configuration not stated)	6%	-13%	5%	0.3%	-15%
Cc1nnc(SCC(=O)NC23CC4CC(CC(C4)C2)C3)n(N)c1=O	-6%	-7%	-2%	8.8%	-10%
